Screens: PubChem, The Scripps Research Institute Molecular Screening Center
OXTR ag: agonists of human oxytocin receptor. P30559. AID 2435. activation, % at 3 µM. CHO-OTR cells, Fluo-8 calcium fluorescence; normalized: DMSO 0%, oxytocin 100%. 320,000 compounds, 0.32% hits;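 active = activation above the mean of all tested compounds plus 3 SD, cutoff set per screening run, cut at about 20% in these data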;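 note: peak over basal fluorescence ratio from a 100 s FLIPR kinetic read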
TAAR1 antagonist: antagonists of human TAAR1 | Q96RJ0 | CHO RD-HGA16 TAAR1, Fluo-8 calcium fluorescence, antagonist | inhibition, % at 3 µM | 360,000 compounds, 1.5% hits | AID 624466;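 active = inhibition above a per-plate cutoff, the mean inhibition of test compounds on that plate plus 3 SD, cut at about 49% in these data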;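 note: 0% = DMSO plus EC80 beta-PEA response and 100% = DMSO alone without agonist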
Target sequence (Q96RJ0 whole entry, looked up): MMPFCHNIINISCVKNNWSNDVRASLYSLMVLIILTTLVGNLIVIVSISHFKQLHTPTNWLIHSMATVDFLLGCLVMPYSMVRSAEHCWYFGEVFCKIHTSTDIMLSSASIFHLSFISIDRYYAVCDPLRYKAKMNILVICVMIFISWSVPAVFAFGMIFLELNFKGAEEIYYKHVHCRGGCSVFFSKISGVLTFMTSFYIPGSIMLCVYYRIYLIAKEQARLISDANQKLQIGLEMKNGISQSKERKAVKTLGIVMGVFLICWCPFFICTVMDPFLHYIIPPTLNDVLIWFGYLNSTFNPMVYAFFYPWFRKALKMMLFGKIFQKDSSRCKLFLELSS
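Material: CHO RD-HGA16 cells bearing hTAAR1; compound dosing: one-point dosing, 3 µM nominal final; schedule: dye loading 75 min at 37 °C, then 30 min room temperature; measured by: calcium fluorescence with Fluo-8; control set: vehicle and agonist controls; replication: n of 1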
V1R ag counter: counter-screen for oxytocin receptor agonists: human V1a receptor agonists; P37288; CHO-V1R cells, Fluo-8 calcium fluorescence, agonist mode; 0% DMSO, 100% 3 nM vasopressin; activation, % at 3 µM; 320,000 compounds, 0.25% hits; AID 2797;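 active = activation above the mean activation of all tested compounds plus 3 SD, per screening run, cut at about 20% in these data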;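 note: signal is peak over basal fluorescence ratio across a 100 second FLIPR read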
CHRM1 PAM: human CHRM1 positive allosteric modulation | activation, % at 3 µM | CHO-K1 hM1, Fluo-8 calcium fluorescence, ACh EC20; 0% = ACh EC20, 100% = maximal ACh | 360,000 compounds, 0.088% hits | P11229; in the data active = activation above about 19%, passing the limit was not always enough
Target sequence (P11229 whole entry, looked up): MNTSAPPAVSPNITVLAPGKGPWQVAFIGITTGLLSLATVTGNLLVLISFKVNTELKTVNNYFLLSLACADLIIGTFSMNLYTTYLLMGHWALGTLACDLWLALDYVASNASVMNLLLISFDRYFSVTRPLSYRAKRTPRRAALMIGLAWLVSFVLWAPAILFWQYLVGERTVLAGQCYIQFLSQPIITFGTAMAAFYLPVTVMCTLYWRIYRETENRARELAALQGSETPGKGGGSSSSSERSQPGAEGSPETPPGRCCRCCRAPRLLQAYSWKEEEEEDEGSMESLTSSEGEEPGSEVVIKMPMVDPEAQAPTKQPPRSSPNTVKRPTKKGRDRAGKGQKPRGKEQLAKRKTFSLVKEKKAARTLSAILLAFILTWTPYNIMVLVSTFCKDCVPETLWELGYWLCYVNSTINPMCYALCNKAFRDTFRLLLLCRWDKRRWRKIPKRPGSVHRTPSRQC
CHRM1 antagonist: human CHRM1 antagonism. inhibition, % at 3 µM. CHO-K1 hM1, Fluo-8 calcium fluorescence, ACh EC80 antagonist. P11229. 360,000 compounds, 1.3% hits;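 active = percent inhibition above its own plate's cutoff, namely the mean of that plate's compound wells plus 3 SD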;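 note: peak over basal fluorescence ratio during 140 s after agonist addition; 0% = ACh EC80 plus DMSO and 100% = DMSO alone without agonist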
CHRM1 agonist: activates human CHRM1 receptor; AID 588814; activation, % at 3 µM; P11229; 360,000 compounds, 0.33% hits; CHO-K1 hM1, Fluo-8 calcium fluorescence, agonist mode; 0% DMSO, 100% acetylcholine EC100;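 active = activation above the run's mean compound activation plus 3 SD, cut at about 16% in these data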;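 note: peak over basal fluorescence ratio within a 140 s kinetic read after compound addition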
CHO parental Ca: signal in parental CHO cells, OX1R antagonist counter-screen | inhibition, % at 5.6 µM | AID 463079 | 330,000 compounds, 0.63% hits | parental CHO-K1, ATP-induced calcium, Fluo-8 fluorescence;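 active = inhibition above that plate's mean sample inhibition plus 3 SD, cut at about 26% in these data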;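 note: 0% = ATP-challenged DMSO wells and 100% = DMSO wells without ATP; some compounds past the cut are filed as inactive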
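Measured by: calcium-sensitive Fluo-8 fluorescence / Test system: CHO parental line / Controls: ATP-challenged DMSO wells low, unchallenged DMSO wells high / Measure: % inhibition / Compound: single nominal dose of 5.6 µM per compound / Replicates: single well per compound, no replicates / Reagent: ATP as calcium-mobilizing challenge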
OXTR potentiate: human OXTR potentiation; P30559; AID 2445; CHO-OTR cells, Fluo-8 calcium fluorescence, potentiator mode; 0% = oxytocin EC15, 100% = EC100; activation, % at 3 µM; 320,000 compounds, 0.061% hits;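 active = activation above that plate's cutoff, the mean activation of tested compounds plus 3 SD, cut at about 6.6% in these data, passing the limit was not always enough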;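 note: 100% uses oxytocin at 75 nM as the full agonist control; some results filed as inactive read as strong as hits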
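System: human OTR in CHO cells / Also added: sub-maximal oxytocin, roughly EC15 / Control set: EC15 oxytocin low, 75 nM oxytocin high / Schedule: 6 min compound pre-incubation at room temperature, 100 s kinetic read / Compound: single-point 3.0 µM / Replication: singlicate / Technique: Fluo-8 calcium dye fluorescence / Read-out basis: % activation of max/min ratio relative to oxytocin controls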
TAAR1 agonist: human TAAR1 agonism; Q96RJ0; CHO RD-HGA16 TAAR1, Fluo-8 calcium fluorescence; vehicle wells 0%, saturating PEA agonist 100%; activation, % at 3 µM; 360,000 compounds, 0.99% hits; AID 624467;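 active = activation above the mean activation of all test compounds in the run plus 3 SD, cut at about 38% in these data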
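Repeats: no replicates (n 1) | Material: CHO-derived RD-HGA16 cells with stable Gα16 and human TAAR1 | Technique: Kinetic Fluo-8 calcium fluorescence | Schedule: 17-24 h seeding, 75 min 37 °C dye, 30 min RT | Evaluation: % activation from peak over basal fluorescence ratio, DMSO-to-PEA scaled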
Active calls of the source: *; x = not tested or not shown. No enrichment for hits; any-hit rate near 3.7%.

SMILES | OXTR ag | TAAR1 antagonist | V1R ag counter | CHRM1 PAM | CHRM1 antagonist | CHRM1 agonist | CHO parental Ca | OXTR potentiate | TAAR1 agonist
COc1cc(CNC(C)(C)CO)ccc1OCC(=O)Nc1ccc(Br)cc1 | 0.8 | -8.1 | 0.5 | 10.5 | -7.3 | -4.2 | -3.6 | -4.7 | 2.4
C=CCNC(=O)CN(Cc1ccccc1)S(=O)(=O)c1ccc(C)cc1 | -2.5 | -17.1 | -1.1 | 14.8 | -16.9 | -2.5 | -12.1 | 5.1 | -0.9
O=C(c1ccc(NC2=NC3CS(=O)(=O)CC3S2)cc1)N1CCN(C(=O)c2ccco2)CC1 (stereo not given) | 0.1 | -18.9 | 0.8 | 10.6 | -11.7 | -0.8 | 1.5 | 0.1 | 1.8
COc1cc2c(c(OC)c1OC)-c1ccc(NC(=O)c3ccc(F)cc3)c(=O)cc1[C@@H](NC(C)=O)CC2 | 4.6 | -27.3 | 1.2 | 14.5 | -19.2 | -1.4 | -2.4 | -4.5 | 28.6
Cc1cc(C)n(-c2nncn2/N=C/c2ccccc2F)n1 | 0.2 | -1.9 | 1.3 | 1.4 | 0.8 | -6.0 | 1.3 | -6.8 | 6.8
O=C(O)CSCc1ccc(C(=O)O)o1 | 2.1 | 8.9 | 1.2 | 6.4 | -3.6 | -2.6 | -7.0 | 2.6 | 6.7
O=C(CCCC(=O)OCC(=O)NC1CCCC1)Nc1ccccn1 | 0.9 | -7.0 | -0.2 | 3.7 | 1.8 | -5.9 | -1.8 | -0.3 | -0.4
COc1ccc(C2=CC3=C(Br)C(=O)C(C)(OC(=O)c4ccc(Cl)nc4)C(=O)C3=CO2)cc1 (stereo not given) | -0.3 | x | 0.9 | x | x | x | -5.5 | -4.8 | x
COc1cccc(N2CCN(C(=O)/C=C/c3ccco3)CC2)c1 | -2.1 | 3.8 | -1.0 | -0.1 | -0.3 | -15.2 | -10.0 | -14.3 | 7.9
CN(NC(=O)Nc1ccccc1)c1cnn(C)c(=O)c1Cl | -0.3 | -7.9 | 0.1 | 11.1 | -6.4 | -1.7 | -7.3 | -1.0 | 3.1
Cc1cccc(C(=O)Nc2nc(C)c(C(=O)Nc3ccc4c(c3)CCC4)s2)c1 | -0.6 | 1.4 | -0.4 | -8.1 | 2.4 | -8.0 | -30.6 | -4.4 | -1.8
N#C/C(C(=O)NCCc1ccccc1)=C1/N=C(NC(=O)c2cccs2)c2ccccc21 | -0.6 | -4.6 | 1.4 | 14.5 | 2.8 | -6.7 | -24.5 | -3.1 | 8.2
O=C(NCc1ccco1)C(c1ccco1)N(C(=O)Cn1nnc2ccccc21)c1ccc2c(c1)CCC2 (stereo not given) | -2.3 | 7.6 | -1.6 | -1.2 | -12.7 | -6.6 | -17.5 | -17.1 | 5.1
O=c1c(C=NCCN2CCNCC2)c(-c2ccccc2)[nH]n1-c1ccc([N+](=O)[O-])cc1 | -0.1 | x | -0.5 | x | x | x | -10.2 | 2.5 | x
COc1ccc(C)cc1S(=O)(=O)N(C)CC(=O)NC1CC1 | 0.1 | 9.5 | -0.4 | 1.3 | 5.2 | -2.6 | -12.8 | -0.8 | 7.0
CC(C)CCNC(=O)C1CC(c2cccc([N+](=O)[O-])c2)=NO1 (stereo not given) | 1.6 | 8.7 | 2.6 | -6.2 | 16.1 | -4.7 | -11.3 | -0.7 | 4.4
CCCC(C(=O)NC1CCCC1)N(C(=O)Cn1nnc(-c2ccc(C)o2)n1)c1cccc(O)c1 (stereo not given) | x | -9.8 | x | 16.6 | -9.2 | 2.3 | x | x | -0.5
COc1ccc(-c2csc(NC(=O)c3c(C)noc3C)n2)cc1OC | x | 33.0 | x | -4.0 | 2.6 | -1.1 | x | x | 10.0
CN(C)S(=O)(=O)c1ccc(C(=O)Nc2ccnn2C2CCCCC2)cc1 | 2.1 | 18.9 | 4.4 | 0.2 | 1.7 | 1.3 | -6.8 | -3.0 | 10.8
C=CCn1c(SCc2ccc(C(=O)NCCO)cc2)nc2sc(C)c(C)c2c1=O | -1.0 | -6.1 | -0.8 | 4.3 | -1.4 | -2.0 | -23.3 | -4.0 | 5.7
O=C(CN1C(=O)C2C3C=CC(C4CC34)C2C1=O)Oc1ccccc1 (stereo not given) | 1.9 | 13.1 | 4.0 | 9.6 | -5.7 | -5.8 | 1.4 | -14.2 | 5.3
CN(CCC1CCOCC1)C(=O)C1CCC(=O)N(CCc2cccc(F)c2)C1 (stereo not given) | 1.0 | -25.5 | 0.5 | 3.6 | -5.5 | 0.1 | -8.9 | -1.2 | 1.6
c1cc2nnnn2nc1N1CCCCCC1 | 0.7 | 11.4 | 0.7 | 9.3 | -9.4 | -4.7 | 3.5 | -8.6 | 1.5
Cc1cc2nc(C)n(CCCNC(=O)Nc3ccc(C#N)cc3)c2cc1C | -1.3 | 18.0 | -0.7 | -22.1 | 57.2* | -5.7 | -34.9 | 2.4 | 7.7
CCSc1nnc(NC(=O)c2cnccn2)s1 | -0.5 | x | -0.1 | x | x | x | -4.0 | -11.8 | x
SMILES | OXTR ag | TAAR1 antagonist | V1R ag counter | CHRM1 PAM | CHRM1 antagonist | CHRM1 agonist | CHO parental Ca | OXTR potentiate | TAAR1 agonist
CCN1CCN(c2cc(C)c3cc(NC(=O)CCC(=O)Nc4ccc(OC)cc4OC)ccc3n2)CC1 | -1.1 | -22.8 | -0.4 | 20.9 | -7.0 | -9.5 | -0.3 | -5.2 | 2.8
CC(C)n1cc(/C=C/c2cc[n+](C)cc2)c2ccccc21 | x | 4.6 | x | 7.1 | -2.3 | -2.9 | x | x | 35.7
Cc1cc(C)c(S(=O)(=O)N2CCOC2CNC(=O)C(=O)NCCCN2CCOCC2)c(C)c1 (stereo not given) | 0.5 | -3.7 | -0.8 | 5.9 | -5.9 | -4.9 | -4.2 | -9.0 | 3.5
CCc1nnc(NC(=O)CCC(=O)N2CCN(Cc3ccc(OC)c(F)c3)CC2)s1 | 1.0 | 3.0 | 1.1 | -14.7 | 5.8 | -13.4 | -0.5 | -8.0 | 0.7
CC1=CN2C(=N)/C(=C/c3cn(CCCOc4ccccc4C)c4ccccc34)C(=O)N=C2S1 | 0.6 | -6.3 | 1.1 | 5.9 | -3.8 | -3.8 | -7.6 | 2.9 | 0.6
CC1(C)Cc2ccccc2-c2nc3ccccc3c(=O)n21 | -1.7 | 6.9 | -1.4 | 9.5 | -17.2 | -3.0 | -26.3 | -9.4 | 16.7
COC(=O)C1=C(C)N(CCc2ccc(OC)c(OC)c2)C(=O)/C1=C\N(C)C | -0.5 | -12.5 | -0.1 | 0.6 | -13.7 | -1.8 | -15.1 | -5.3 | 8.0
CCOC(=O)N1CCC(NC(=O)C2CCN(C(=O)N3CC(C)Oc4ccc(C)cc43)CC2)CC1 (stereo not given) | -0.8 | 8.4 | -0.3 | 2.3 | -4.1 | -3.5 | -9.5 | -0.2 | 15.6
COc1ccc(S(=O)(=O)N2CCN(CC(=O)c3[nH]c(C)c(C(C)=O)c3C)CC2)cc1OC | -1.3 | 8.0 | 1.2 | 3.7 | -8.1 | -4.1 | -16.8 | -3.6 | 3.7
O=C/C(=C\Nc1ccccn1)c1nc2ccccc2o1 | 1.9 | 28.2 | 1.0 | -1.6 | 5.2 | -2.9 | -26.6 | -5.8 | 4.9
CN(C)C(=O)C(OC(=O)c1ccc2c(c1)CCCC2)c1ccccc1 (stereo not given) | 0.0 | 0.6 | -0.2 | -4.3 | -1.0 | -8.6 | -9.7 | -8.8 | 5.0
COc1c(C(=O)Nc2ccc(CN3CCOCC3)cc2)cc2ccccc2c1Br | 3.0 | 10.5 | 8.6 | -6.2 | 0.6 | -3.1 | -5.4 | -11.0 | 6.7
NS(=O)(=O)c1ccc(NC(=O)c2cc(-c3ccccc3O)n[nH]2)cc1 | 0.5 | -0.5 | 0.6 | 21.8 | -21.7 | -0.9 | 8.6 | -9.4 | 1.9
COc1ccc(S(=O)(=O)Nc2ccccc2C(=O)N2CCOCC2)cc1F | -0.2 | 7.2 | -0.3 | -5.4 | 25.2 | -2.5 | -2.5 | -5.4 | 0.7
COc1ccc(-c2nc(CSCC(=O)NCCC3=CCCCC3)c(C)o2)cc1OC | -2.5 | -28.6 | 0.1 | 6.9 | -3.3 | -4.8 | -21.7 | -18.0 | 9.0
COc1ccc(OCC(O)Cn2c(N)nc3c2c(=O)[nH]c(=O)n3C)cc1 (stereo not given) | -0.1 | -2.2 | -0.6 | 10.2 | -14.9 | -2.6 | 0.8 | -3.8 | 3.3
Cc1cc(Nc2ccc(Br)cc2F)n2nc(C)nc2n1 | -2.2 | -18.9 | -1.6 | 7.9 | -20.7 | -6.8 | -8.8 | 3.2 | -0.9
CN(C)c1nc2n(c(=O)n1)CCS2 | -0.1 | 19.5 | 1.1 | 1.0 | 6.6 | -2.5 | -4.0 | -10.4 | 0.2
COc1ccc(OCC(=O)Nc2c(C(=O)N(CCN(C)C)Cc3ccco3)oc3ccccc23)cc1 | 0.0 | 40.9 | 4.6 | -8.1 | 12.6 | 0.3 | -3.0 | -22.8 | 13.0
O=C(COC(=O)/C=C/c1ccc(F)cc1)Nc1ccc2[nH]c(=O)[nH]c2c1 | 1.0 | -0.8 | 1.6 | 12.8 | -1.2 | 8.6 | 5.0 | -6.1 | 1.2
CCC(C)(C)n1nnnc1CN(Cc1ccc(Cl)cc1)Cc1ccco1 | -1.6 | 9.5 | -0.1 | 3.9 | -1.8 | -5.1 | -34.2 | -28.9 | -0.6
CCOC(=O)c1c2ccc(OCC(=O)NN)cc2n2ccccc12 | 0.3 | -17.0 | -1.0 | 5.2 | -6.5 | -2.9 | -14.2 | -0.6 | 0.0
COc1cc(C2C3=C(CC(C)(C)CC3=O)Nc3ccccc3N2C(C)=O)cc(OC)c1OC (stereo not given) | -1.2 | 0.3 | -0.1 | 15.1 | -12.5 | 4.1 | 0.0 | -10.2 | 3.0
Cc1cc(C(=O)N2CCN(c3ccc(C(F)(F)F)cn3)CC2)c(C)o1 | 5.6 | -4.2 | 3.8 | 2.0 | -5.8 | -1.2 | -11.2 | -3.5 | -1.6
